# SSB-PriA inh – inhibitors of Klebsiella pneumoniae PriA binding to SSB C-terminal tail, primary screen, biochemical, AlphaScreen | inhibition, % at 33 µM | AID 1272365, 2023 | 430,000 tested, 0.6% active | AlphaScreen SSBct-PriA binding, biotinylated peptide; in the data active = inhibition mostly above about 37%, no sharp cut-off; inactive = mostly below about 20%;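 note: plate controls were negative control peptide for no effect and reference peptide for full effect; strong numbers were not always called active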
# Numbers without * were called inactive; & = joins results of further samples. These rows are one share of the data; count on the stated rates, not on these rows.
Structure | SSB-PriA inh
CC(=NNc1nc2ccccc2[nH]1)c1ccc(N2CCOCC2)cc1 | 54*
CS(=O)(=O)N1CCC(C(=O)Nc2ccc(S(N)(=O)=O)cc2)CC1 | -4
O=C(N1CC(S(=O)(=O)c2ccc(F)cc2)C1)C1(c2ccccc2)CCOCC1 | 6
Cn1c(O)c(C=C2N=c3ccccc3=N2)sc1=S | 0
O=C(Nc1cccc(-c2nc3ccccc3s2)c1)c1ccc([N+](=O)[O-])cc1 | -2
Cc1ccc(S(=O)(=O)c2ccc(N3CCC(C(=O)NCc4ccccc4Cl)CC3)nn2)cc1 | -6
COc1ccc(N2CCN(CCNC(=O)C(=O)NC(C)c3ccccc3)CC2)cc1 (stereo not drawn) | -7
COc1ccc(CCC(=O)NCCn2ncc3c(N4CCCC4)ncnc32)cc1 | -4
COc1ccc(CCC(=O)NCCn2ccnc2C2CC2)cc1 | 7
CS(=O)(=O)c1ccc(CCC(=O)NCC2CCN(C(=O)c3cccnc3)CC2)cc1 | 5
CCOC(=O)N1CCC(NC(=O)c2ccc3nc(-c4cccc(Cl)c4)cc(OCC)c3c2)CC1 | -12
O=C(Nc1ccc(Cl)cc1)ON=C(c1ccccc1)c1ccccn1 | -3
O=C(CSCc1ccccc1)N1CCC(N2CCCC2COCc2ccccc2)CC1 (stereo not drawn) | 7
Cc1nn(CC(=O)Nc2ccc(F)cc2F)c(=O)c2c1cnn2C(C)(C)C | -9&-2
C=CCCCNC(=O)OC(C)(C)C | 2
Cc1cc(N2CCC(NC(=O)Cc3ccc4c(c3)OCO4)CC2)n[nH]1 | -10
CCOC(=O)NC(NC(=O)OCC)c1cccc([N+](=O)[O-])c1 | -28
Brc1ccc2c(c1)OCCSCCOCCOCCSCCO2 | 10
O=C(COc1ccc(Cl)cc1Cl)NCc1nn(C2CCCC2)c2c1COCC2 | 2
CCn1ccnc1N1CCN(C(=O)C2(c3ccc(Cl)cc3)CCCC2)CC1 | 20
C=C(C)COc1ccc(-c2onc(C)c2-c2ccccc2OC)c(O)c1 | -2
COc1ccc(CNC(=O)NC[C@H]2CCCN2c2nccs2)cc1 | -1
COc1ccccc1CC(N)=NOC(=O)COc1ccccc1C | -97
CN(C)c1ccc(C=NNC(=O)c2csnn2)cc1 | -11
CC(CC(C)C)=NNS(=O)(=O)c1ccc(C)c([N+](=O)[O-])c1 | 5
CCOc1cc(C(=O)N=c2sc3c(OC)ccc(OC)c3n2C)cc(OCC)c1OCC | -6
O=C(Nc1nc(-c2cccc3ccccc23)cs1)c1ccc(C(=O)c2ccccc2)cc1 | -15
O=C(CNC(=O)c1ccc(F)cc1)NN=Cc1cccnc1 | -4
CC(C)N1CCc2c(sc(NC(=O)c3c(F)cccc3F)c2-c2nc3ccccc3s2)C1 | -16
COc1ccccc1-c1cc2c(SCC(=O)Nc3ccc(Cl)cc3)nccn2n1 | -6

# Rewritten with each value named: part of the list above
SMILES: CCOC(=O)NC(NC(=O)OCC)c1cccc([N+](=O)[O-])c1
  SSB-PriA inh: -28
SMILES: Brc1ccc2c(c1)OCCSCCOCCOCCSCCO2
  SSB-PriA inh: 10
SMILES: O=C(COc1ccc(Cl)cc1Cl)NCc1nn(C2CCCC2)c2c1COCC2
  SSB-PriA inh: 2
SMILES: CCn1ccnc1N1CCN(C(=O)C2(c3ccc(Cl)cc3)CCCC2)CC1
  SSB-PriA inh: 20

# Going on with the list:
Structure | SSB-PriA inh
O=C(NCCn1ccnc1C1CC1)Nc1cccs1 | 6
O=C(NCCn1ncc2c(N3CCN(c4ccc(F)cc4)CC3)ncnc21)C1CC1 | -13
CCOCCn1c(=NC(=O)C2CCCCN2S(=O)(=O)c2ccc(Cl)s2)sc2cccc(F)c21 (stereo not drawn) | 17
C=CCOc1ccc(C(O)=C2C(=O)C(=O)N(CCCOC)C2c2ccc(O)c(OC)c2)cc1 (stereo not drawn) | -11
Cc1coc2c(C)c3oc(=O)c(CCC(=O)N4CC5C[C@H](C4)Cn4c5cccc4=O)c(C)c3cc12 | -2
CC(C)c1ccc(Nc2nc(Nc3cccc(F)c3)nc(N3CCOCC3)n2)cc1 | 6
CCc1nnc(C2CCN(C(=O)NCCc3ccccc3)CC2)s1 | -9
O=S(=O)(c1ccc(NC(=S)NN=Cc2ccc(Oc3ccccc3)cc2)cc1)N1CCOCC1 | -4
CSc1ccccc1C(=O)NCCn1ccnc1-c1ncccn1 | 97*
Nc1ccccc1-n1c(=S)[nH]c2ccc(Br)cc2c1=O | 2
O=C1CC2(CCN(C(=O)c3ccc(Cl)s3)C2)Oc2ccccc21 (stereo not drawn) | -1
O=C(Nc1cccc(N2CCCC2=O)c1)OCc1ccccc1 | -3
CCn1c(SCC(=O)Nc2ccccc2C#N)nc2c(-c3ccccc3)csc2c1=O | 4
Cc1ccc(N2C[C@@H](C(=O)Nc3ccc(-n4nnn(CC(N)=O)c4=O)cc3)CC2=O)cc1C | -8
COC[C@@](C)(O)CNC(=O)CCc1ccc(C(F)(F)F)cc1 | 0
O=C(Nc1ccccc1Cl)N1CCN(c2ccc(-c3ccco3)nn2)CC1 | -18&-6
COC(=O)c1ccc(Cn2nc3n(c(=O)c2=O)CCN3c2ccc(C)cc2)o1 | -13
COC(=O)c1ccc(C(=O)Nc2nc(-c3cc4ccccc4oc3=O)cs2)cc1 | 0
O=C(Cc1cccc2ccccc12)Nc1ccc(N2CCCCS2(=O)=O)cc1 | -10
Cc1noc(C)c1CSc1nc2scc(-c3ccco3)c2c(=O)n1-c1ccccc1 | -16
CCOC(=O)C1C(=O)C=C(c2ccsc2)CC1c1ccc(OC)c(OC)c1 (stereo not drawn) | 11
Cc1ccc(NC(=O)C(=O)NCc2ccccc2F)c(C)c1 | -7
COc1ccc(OCC(=O)NN=Cc2ccc(N(C)C)cc2)cc1 | 1
C#CC1(OCC(O)CN2CCN(Cc3ccccc3)CC2)CCCCC1 (stereo not drawn) | 4
CCOc1ccccc1C=NNC(=O)c1cccc(S(=O)(=O)N2CCOCC2)c1 | -2
O=C(c1cc2ccccc2o1)N1CCCSCC1CN1CCOCC1 (stereo not drawn) | 11
Cc1cnn(-c2cc(NN=Cc3ccccc3F)ncn2)c1 | -9
O=C(CSCc1ccccc1)Nc1ccccc1-c1cn2ccccc2n1 | 0
CCOC(=O)c1c(SCC(=O)Nc2ccc(F)c([N+](=O)[O-])c2)nc(=O)[nH]c1C | -6
c1ccc(-c2ccc(-c3nc4ccccc4s3)cc2)cc1 | 4
CSc1ccc([C@@H](O)CNC(=O)c2c(-c3ccccc3Cl)noc2C)cc1 | -4
Nc1nc2c(s1)CCCC2 | 12
CN(C)C(CNC(=O)C1(c2ccccc2)CCOCC1)c1ccsc1 (stereo not drawn) | 4
COc1ccc(OC)c(S(=O)(=O)NCCCn2ncccc2=O)c1 | -20
O=C(CSCc1ccc(Cl)cc1)NN=Cc1ccccc1 | -3
O=[N+]([O-])c1cc(C=NNC(=Nc2ccccn2)c2ccccn2)ccc1O | 70
Cc1ccc(C)n1-n1cnc2scc(-c3ccc(C(C)C)cc3)c2c1=O | -6
COc1cccc2cc(C(=O)NCc3cccc(Oc4ccccn4)c3)oc12 | 6
O=C(NC[C@@H](c1ccsc1)N1CCOCC1)Nc1cccc(Cl)c1 | -6
CS(=O)(=O)N1CCC(C(=O)Nc2sccc2-c2nc(C3CC3)no2)CC1 | -15
CC(=O)c1ccc(N2CCN(C(=O)C3CN(S(C)(=O)=O)C3)CC2)cc1 | -6
COc1ccccc1C(=O)N1CCCC(c2nnc(-c3ccc4c(c3)OCO4)o2)C1 (stereo not drawn) | -13
COC(=O)Nc1ccc(S(=O)(=O)N2CCCC(Cc3nc(C4CC4)no3)C2)cc1 (stereo not drawn) | -2
CCOc1ccc(N=C2NC(=O)S/C2=C\C=C\c2ccccc2)cc1 | -3
Cc1ccc(C)c(S(=O)(=O)Nc2cccc(-c3csc4nc(C)cc(=O)n34)c2)c1 | -14

# 2 neighbouring compounds from above:
Structure | SSB-PriA inh
COc1ccc(OC)c(S(=O)(=O)NCCCn2ncccc2=O)c1 | -20
O=C(CSCc1ccc(Cl)cc1)NN=Cc1ccccc1 | -3

# Next structures
Structure | SSB-PriA inh
Cc1cc(CCNC(=O)c2cc(-c3ccccc3)n[nH]2)on1 | -28
Cc1cccc(OCC(=O)NN=Cc2cn(C)c3ccccc23)c1 | -3
O=C(COc1ccccc1F)NC1CCC(Oc2ncccn2)CC1 (stereo not drawn) | -9
Cc1cc(C(O)CCNC(=O)C(=O)Nc2ccc(F)c(Cl)c2)c(C)o1 (stereo not drawn) | 4
NC(=S)NN=C1CC(c2ccc3c(c2)OCCO3)Oc2ccc(F)cc21 (stereo not drawn) | 0
COC(=O)c1c(N)sc(C)c1C | -3
Cc1cc(Cl)ccc1OC[C@H](O)CSc1ccccn1 | -30
Cc1c(Cl)cccc1NS(=O)(=O)c1cc2c3c(c1)[C@H](C)C(=O)N3CCC2 | -17
Cc1sc(NC(=O)c2cccc(C(F)(F)F)c2)nc1-c1ccccc1 | -13
CC(=O)Nc1cc(C)on1 | 3
c1ncn(-c2ccc(N3CCNCC3)nn2)n1 | -14
COc1cc(C(=O)NCCOc2ccc3nnc(-c4ccccc4)n3n2)cc(OC)c1OC | -3
COc1ccc(CN2C(=O)c3ccccc3C(C=NOCc3ccc(F)cc3)C2=O)cc1 (stereo not drawn) | -13
CC(=NNc1cc(C)nc(-c2ccccc2)n1)c1cccc([N+](=O)[O-])c1 | -7
Cc1ccc(-c2ccc(/C=C/C(=O)c3cccs3)o2)c([N+](=O)[O-])c1 | -3
COc1ccc(Cl)cc1C(=O)Nc1cnc(N2CCOCC2)nc1 | -2
CC(=NOC(=O)c1c(-c2ccccc2Cl)noc1C)c1ccncc1 | 1
CC(=O)N1CC(C(=O)Nc2nc(-c3cccnc3)cs2)C1 | -18
COc1ccccc1OCC#CCNC(=O)c1ccoc1 | 2
COc1ccc(NC(=O)CCc2csc(NC(=O)c3ccc(=O)[nH]c3)n2)cc1OC | -15
COc1ccc(C(=O)NN=C(C)Cn2cnc([N+](=O)[O-])n2)cc1 | -10
O=c1[nH]c(=O)n(-c2cccc(F)c2)c(O)c1C=C1C=Nc2ccccc21 | -11
C=C(C)CN1CCN(c2cc(C)nc3nc(C(F)(F)F)nn23)CC1 | 1
Nc1nonc1-n1nnc(C(=O)NN=Cc2ccc(Br)cc2)c1CSC1=NCCS1 | -10
NC(=S)NN=Cc1coc2ccc(F)cc2c1=O | -7
COc1cn(C)c(C(=O)NCc2ccc(Cl)cc2)cc1=O | -3
O=C(NC(c1ccccc1)c1ccccc1)N1CCCC1 | -9
COc1ccc(C2=NN(c3nc(-c4ccccc4)c4cc(C)ccc4n3)[C@H](c3ccccc3)C2)cc1 | -21
Cc1cccc(CS(=O)(=O)Nc2cnn(C[C@H]3COc4ccccc4O3)c2)c1 | -12
Cc1ccc(N2CC(C(=O)NCC3(O)CCOc4ccccc43)CC2=O)cc1C (stereo not drawn) | -21
COC(=O)c1ccc2c(=O)n(CC(=O)N3CCN(c4cc(Cl)ccc4C)CC3)c(=S)[nH]c2c1 | 7
O=C(c1cccs1)N1CC(C(=O)N(Cc2ccccc2)c2ccccc2)C1 | 0
Cc1noc(C)c1CCl | 7
O=C(c1cc(-c2ccccc2)n[nH]1)N1CCC(N2CCC[C@@H]2COCc2ccccc2)CC1 | -2
O=C(CCC(=O)Nc1ccc(F)cc1)NN=Cc1c[nH]c2ccccc12 | -13
Cc1sc(-n2c(C)cc(C=Nn3cnnc3)c2C)c(C#N)c1C | -24
COc1ccccc1CCNC(=O)CSc1nnc2ccc(-c3ccc(F)cc3)nn12 | -15
O=c1c2ncccc2n(Cc2cccc3ccccc23)c(=O)n1Cc1ccc(Cl)cc1 | 4
COc1ccc(-c2ccc(=O)n(Cc3nc(-c4cccc(Br)c4)no3)n2)cc1OC | -22
O=C(Nc1nnc(-c2ccc(C(F)(F)F)cc2)o1)c1ccc([N+](=O)[O-])o1 | 5
O=C(NCCCn1ccnc1)Nc1cccc(I)c1 | 27
Cc1c(C(=O)Nc2nc3c(s2)CN(S(=O)(=O)C2CC2)CC3)cnn1-c1ccccc1 | -13
O=C(NCCc1ccccc1)C(=O)Nc1ccc(Cl)c(N2CCCS2(=O)=O)c1 | -2
COc1ccc(S(=O)(=O)Nc2ccc(N3CCCC3=O)c(C)c2)cc1C | 5
O=C(c1ccsc1)N1CCC(c2cccs2)CC1 | -6

# The last 3 compounds of the part before open the next one:
Structure | SSB-PriA inh
O=C(NCCc1ccccc1)C(=O)Nc1ccc(Cl)c(N2CCCS2(=O)=O)c1 | -2
COc1ccc(S(=O)(=O)Nc2ccc(N3CCCC3=O)c(C)c2)cc1C | 5
O=C(c1ccsc1)N1CCC(c2cccs2)CC1 | -6
Cn1c(Cn2c(=O)sc3ccccc32)nnc1SCC(=O)Nc1nc2ccccc2s1 | -18
COC(=O)Nc1ccc(S(=O)(=O)N2CCC(S(=O)(=O)c3nccn3C)CC2)cc1 | -11
N#CC1CCN(S(=O)(=O)c2ccccc2)CC1 | 12
COc1cn(CC(=O)Nc2ccc3c(c2)OCCO3)c(CSc2nncn2C)cc1=O | -17
COc1cc(C=NN=C2NC(=O)C(Cc3ccc(F)cc3)S2)ccc1O (stereo not drawn) | -9
CC(=O)c1sc(NC(=O)c2ccccc2NS(=O)(=O)c2ccc(F)cc2)nc1C | -11&-4
O=C(Cc1cccc(C(F)(F)F)c1)Nc1ccccc1Cc1nc(C2CC2)no1 | -6
CC(=NNc1ncc(Cl)cc1Cl)c1ccc(N2CCOCC2)cc1 | 8
CC(=O)Nc1cccc(NC(=O)Cc2csc(Nc3ccc(F)cc3)n2)c1 | 13
COc1cccc(C=Nn2c(N)nc3ccccc32)c1OC | 1
